Anesthetic bind = qHTS Assay for Identification of Novel General Anesthetics; Ferritin light chain (Equus caballus), P02791; apoferritin/1-aminoanthracene competitive binding, fluorescence; Potency, µM (top dose mostly 77.5 µM), without a hit: at the highest dose activity change, negative = displacement, actives largely listed as inhibitors; 350,000 tested, 0.074% active; AID 485281, 2010; note: potency is the fitted concentration of half-maximal effect; % is set by controls: 0 for no effect and ±100 for the full control effect; nearly all actives have a fitted effect of over 20% in size
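Horse-spleen apoferritin (10 uM) in 50% saturated 1-aminoanthracene in PBS was incubated 10 min at room temperature with compound. Fluorescence (ex 380, em 535 nm) was normalized to free and bound 1-AMA, with concentration-response fitted by a four-parameter Hill equation.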
Pol eta inh = qHTS for Inhibitors of Polymerase Eta; recombinant Pol eta, fluorescent DNA replication assay; AID 588591, 2011; 390,000 tested, 1.2% active; Potency, µM (top dose mostly 114 µM), for the others: top-dose activity change, negative = inhibition, usual class: inhibitors; DNA polymerase eta (Homo sapiens), Q9Y253; note: potency is the fitted concentration of half-maximal effect; % is set by controls: 0 for no effect and ±100 for the full control effect
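Pol eta at 10 nM preincubated with compounds 15 min at room temperature; reaction started with fluorescent substrate (50 nM final) and read kinetically at 0 and 10 min.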
LDHA block = qHTS assay for inhibitors of human lactate dehydrogenase. L-lactate dehydrogenase A chain (Homo sapiens), P00338. purified LDHA, NADH/diaphorase-resazurin fluorescence; hits give low values. activity change, % (values are at about 110 or 230 µM). 480,000 tested, 0.15% active; in the data active = activity change below about -30%; inconclusive = mostly about -25% to -30%;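 note: plate controls were DMSO wells for no effect and wells without enzyme for full effect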
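Human LDH5 (2 nM) was incubated with 0.06 mM NADH and 0.2 mM pyruvate for 5 min at room temperature in Tris pH 7.4. Remaining NADH was coupled through diaphorase/resazurin, and resorufin fluorescence was read at 0 and 20 min.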
Pol kappa inh = qHTS for Inhibitors of Polymerase Kappa | DNA polymerase kappa (Homo sapiens), Q9UBT6 | purified Pol kappa, fluorescent DNA synthesis assay, 10 min | Potency, µM (highest dose often 107 µM), for the others: at the highest dose activity, negative = inhibition, most hits filed as inhibitors | 400,000 tested, 0.53% active | AID 588579, 2011; note: potency is the fitted concentration of half-maximal effect; % is set by controls: 0 for no effect and ±100 for the full control effect
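10 nM Pol kappa preincubated 15 min at room temperature with compounds, then reaction started with substrate at 50 nM final. Fluorescence read kinetically at 0 and 10 min; buffer-only wells served as negative control.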
RGS4 inhibitor = Inhibitors of Regulator of G Protein Signaling (RGS) 4: qHTS; Regulator of G-protein signaling 4 (Homo sapiens), P49798; Transcreener GDP fluorescence polarization, RGS4-accelerated GTP hydrolysis; Potency, µM (titrated, usually from 114 µM), without a hit: at the highest dose activity change, negative = inhibition, actives largely listed as inhibitors; 390,000 tested, 0.039% active; AID 504845, 2011; note: potency is the fitted concentration of half-maximal effect; % is set by controls: 0 for no effect and ±100 for the full control effect; nearly all actives have a fitted effect of over 75% in size; some results filed as inactive show a strong effect at the top dose
Target sequence (P49798 whole entry, looked up): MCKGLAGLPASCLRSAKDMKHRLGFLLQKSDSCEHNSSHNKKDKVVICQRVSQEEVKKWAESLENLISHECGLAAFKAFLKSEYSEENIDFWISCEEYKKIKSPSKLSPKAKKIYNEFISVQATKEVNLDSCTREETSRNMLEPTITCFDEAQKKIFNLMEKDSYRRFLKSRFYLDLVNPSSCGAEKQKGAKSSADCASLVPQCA
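MLSMR compounds (23 nl, pin-transferred) preincubated 10 min at room temperature with a 500nM (2x) first reagent, then RGS4 at 900nM (2x) plus Transcreener GDP mix added; fluorescence polarization (620/688 nm) read before and after 90 min at 30 °C.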
12-LOX inh = Primary qHTS assay for inhibitors of human arachidonate 12S-lipoxygenase (ALOX12): Round 2. Polyunsaturated fatty acid lipoxygenase ALOX12 (Homo sapiens), P18054. purified 12hLO, xylenol orange hydroperoxide absorbance. Potency, µM (titrated, usually from 108 µM), without a hit: top-dose activity change, negative = inhibition, actives largely listed as inhibitors. 580,000 tested, 1.1% active; note: potency is the fitted concentration of half-maximal effect; % is set by controls: 0 for no effect and ±100 for the full control effect
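Purified human 12hLO at 150 nM in 25 mM Hepes, 0.01% Triton X-100, pH 7.0, preincubated 15 min at room temperature with compound. Reaction started with 40 uM arachidonic acid, 30 min at room temperature. Hydroperoxide measured by Fe-xylenol orange, 573/405 nm absorbance ratio.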
APE1 inh = qHTS Assay for Inhibitors of the Human Apurinic/apyrimidinic Endonuclease 1 (APE1); recombinant APE1, TAMRA/BHQ-2 abasic DNA cleavage fluorescence; 350,000 tested, 0.35% active; DNA repair nuclease/redox regulator APEX1 (Homo sapiens), P27695; Potency, µM (series often up to 65.8 µM), without a hit: at the highest dose activity change, negative = inhibition, actives largely listed as inhibitors;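 note: potency is the fitted concentration of half-maximal effect; plate controls were vehicle for no effect and reference inhibitor for full effect; nearly all actives have a fitted effect of over 55% in size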
Target sequence (P27695 whole entry, looked up): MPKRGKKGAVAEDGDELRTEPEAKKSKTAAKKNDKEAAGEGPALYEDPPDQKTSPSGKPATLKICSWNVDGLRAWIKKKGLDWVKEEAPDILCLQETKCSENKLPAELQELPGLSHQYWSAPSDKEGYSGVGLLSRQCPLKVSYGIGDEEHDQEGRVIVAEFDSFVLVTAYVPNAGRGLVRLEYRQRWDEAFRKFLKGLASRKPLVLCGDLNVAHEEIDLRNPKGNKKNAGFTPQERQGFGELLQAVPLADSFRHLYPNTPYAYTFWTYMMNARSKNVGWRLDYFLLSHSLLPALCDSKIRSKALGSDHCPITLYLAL
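Substrate: short duplex with […] THF abasic site, 5'-TAMRA and 3'-BHQ-2, 50 nM final. APE1 at 0.75 nM, preincubated 15 min RT with compound. Fluorescence increase from first to third read measured activity.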
Pol beta inh = qHTS Assay for Inhibitors of DNA Polymerase Beta. Pol beta primer extension/strand displacement, fluorescence kinetic. Potency, µM (highest dose often 114 µM), for inactives: at the highest dose activity change, negative = inhibition, usual class: inhibitors. 340,000 tested, 1.3% active. AID 485314, 2010; note: potency is the fitted concentration of half-maximal effect; % is set by controls: 0 for no effect and ±100 for the full control effect
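Values derive from four-parameter Hill fits of normalized kinetic data: reads at 0 and 10 min following addition of 50 nM substrate to 10 nM Pol beta preincubated 15 min with compound.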
ERG-DNA inh = qHTS for Small Molecule Inhibitors of the ERG Ets/DNA interaction; fluorescence polarization, His-ERG Ets domain / labelled DNA; Potency, µM (highest dose often 76.9 µM), inactives show at the highest dose FP activity, negative = inhibition, hits mostly inhibitors; 370,000 tested, 0.028% active; AID 624246, 2012; active = well fitted inhibition curve with a large enough effect in the polarisation, with a control signal flat; inconclusive = small, poorly fitted or top-dose-only effect, or effect the other way, or a change in a side signal; inactive = no such curve, though single readings can be large or run the other way; the % refers to the polarisation;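 note: polarization taken with two DNA probes labelled with fluorescein and Texas red; potency is the fitted concentration of half-maximal effect; % of control where 0% means no effect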
Target sequence (P11308 whole entry, looked up, the tested form may be a part): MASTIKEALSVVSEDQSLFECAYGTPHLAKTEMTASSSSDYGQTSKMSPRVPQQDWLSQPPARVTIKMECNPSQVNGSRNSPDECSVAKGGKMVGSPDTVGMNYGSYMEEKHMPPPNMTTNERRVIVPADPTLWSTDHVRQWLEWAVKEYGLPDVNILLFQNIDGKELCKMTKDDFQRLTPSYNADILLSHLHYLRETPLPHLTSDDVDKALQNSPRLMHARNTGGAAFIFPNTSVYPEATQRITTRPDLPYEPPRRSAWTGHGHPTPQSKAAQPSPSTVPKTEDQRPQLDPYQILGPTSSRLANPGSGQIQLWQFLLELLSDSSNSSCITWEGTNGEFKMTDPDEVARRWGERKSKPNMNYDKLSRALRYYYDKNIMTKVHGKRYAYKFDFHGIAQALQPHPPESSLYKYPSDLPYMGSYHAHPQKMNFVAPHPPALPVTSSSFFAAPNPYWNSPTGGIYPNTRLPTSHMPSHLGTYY
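His-tagged ERG Ets domain (1 uM in the protein solution; 300mM KCl, 50mM Tris-HCl, 1mM EDTA, 1mM DTT, pH 7.5) received compound, then a probe mix of 5 nM fluorescein-DNA and 100nM Texas-615-DNA. Fluorescence polarization was read for both dyes.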
* marks the source's active call; other numbers are inactive results; u = inconclusive; x = not tested or not shown; & = joins results of further samples; [ ] = dose if it differs, or a comment. Unless noted, calls come from the whole dose curve; as a rule, active = well fitted curve in the direction sought with a large enough effect; inconclusive = small, poorly fitted or top-dose-only effect, or another doubt; inactive = no such curve, though single readings can be large; an effect the other way counts as inactive or inconclusive. A portion of the library; rates above refer to the full screens.

no.	molecule	Anesthetic bind	Pol eta inh	LDHA block	Pol kappa inh	RGS4 inhibitor	12-LOX inh	APE1 inh	Pol beta inh	ERG-DNA inh
1	O=C(O)c1cc(-c2c[nH]c3ccccc23)nc2ccc3ccccc3c12	3%	0%	-8	-11%	-4%	u	0%	1%	11%
2	c1ccc(N2CCN(C3CCSC3)CC2)cc1 (stereo not given)	6%	-10%	-2	8%	-20%	4%	-5%	1%	4%
3	COCCSc1nnc(NC(=O)Cc2ccc(OC)cc2)s1	u	-3%	0	-1%	-5%[56.9 µM]	-1%	6%	47%	9%
4	O=C(CSc1nnc(NC(=O)c2ccco2)s1)Nc1ccccc1	1%	-8%	0	16%	-14%	7%	0%	8%	-5%
5	COC(C(=O)NNS(=O)(=O)c1ccccc1[N+](=O)[O-])c1ccccc1 (stereo not given)	-2%	-2%	-4	0%	28%	27%	-7%	-27%	-1%
6	Nc1nc(SCC(=O)NCC2CCCO2)n[nH]1 (stereo not given)	4%	8%	-6	-11%	-10%	0%	-1%	-23%	0%
7	CCOC(=O)c1[nH]c2ccc(OC)cc2c1NC(=O)c1ccc(OC)c(OC)c1	-5%	-13%	1	-8%	-32%	-21%	-4%	-26%	x
8	Cc1cccc(Nc2nc(N3CCOCC3)nc(N3CCOCC3)n2)c1	-15%	-17%	2	7%	-23%	10%	-15%	28%	9%
9	O=C1/C(=C/c2ccncc2)SC(=S)N1C1CCCCC1	-4%	-19%	-4	0%	10%	2%	4%	16%	4%
10	CCCC1(CCC)NC(=O)N(CC(=O)N2CCN(C(=O)c3ccco3)CC2)C1=O	-11%	-11%	3	10%	-21%	-18%	14%	37%	11%
11	O=C(NCc1ccccc1C(F)(F)F)C1CC(c2cc(C(F)(F)F)cc(C(F)(F)F)c2)=NO1 (stereo not given)	-7%	-18%	2	2%	5%	0%	5%	3%	4%
12	COc1ccc(/C=C(\CC(=O)O)c2nc3ccccc3s2)cc1O	-5%	-15%	8	-20%	-26%	-11%	23%	29%	4%
13	Nc1ncc([N+](=O)[O-])cc1Br	-6%	-1%	1	16%	-27%	0%	-3%	-1%	-2%
14	CC(=O)c1ccc(OCC(O)CN2CCOCC2)cc1 (stereo not given)	2%	-7%	-6	-4%	13%	x	0%	5%	7%
15	Cc1ccc2c(CC(=O)NC3=NCCS3)coc2c1	-21%	9%	-6	5%	4%	u	-1%	0%	10%
16	CC(=O)c1cn(CC(=O)NCc2cccnc2)c2ccccc12	-1%	0%	-8	5%	32%	6%	6%	24%	x
17	C=CCn1c(SCC(=O)c2ccc(O)c(O)c2)nnc1-c1cccc(OC)c1	x	11µM*	8	32µM*	-4%	u	-24%	x	-16%
18	Cc1c(NC(=O)COC(=O)/C=C/c2cccc(Br)c2)c(=O)n(-c2ccccc2)n1C	x	-11%	-5	-44%	2%	-9%	0%	x	-18%
19	O=C(CCC(=O)OCC(=O)c1ccc(Br)cc1)Nc1cccc2cccnc12	u	-8%	-1	-1%	-38%	-14%	-1%	35%	-17%
20	CC(=O)NC1=NN(C(C)=O)C(C)(CC(=O)OC(C)(C)C)S1 (stereo not given)	-4%	1%	-12	-6%	6%	-10%	6%	38%	-3%
21	COC(=O)c1ccc(N2CCN(CCNC(=O)Nc3ccc(OC)cc3)CC2)cc1	0%	1%	2	14%	-4%	u	19%	u	-4%
22	Cc1ccc(S(=O)(=O)N2CCCCC2)cc1NC(=O)Cc1cccs1	x	-7%	-5	-19%	10%	110%[activator]	18%	x	0%
23	O=C(NCc1ccccn1)C(=O)N/N=C/c1ccccc1O	1%	-3%	7	-13%	13%	-1%	0%	36%	5%
24	CC(=O)N/C(=C\c1ccc(C)cc1)C(=O)O	-5%	2%	-1&-20	0%	-2%	-3%&-26%	-3%	2%	4%
25	CC(C)c1ccc(S(=O)(=O)Nc2ccc(O)c(Sc3nc4ccccc4s3)c2)cc1	-12%	-13%	-2	-20%	-26%	u	x	1%	-7%
26	CCOC(=O)c1nn(-c2ccccc2)c(=O)cc1OCC(=O)Nc1ccccc1OCC	x	-16%	-4	-5%	11%	-6%	18%	x	9%
27	Cc1ccc(Nc2c(-c3ccc(N4CCOCC4)cc3)nc3ncccn23)cc1C	32%&-3%[activator]	-6%&-3%	-4&1	-17%&14%	21%&-15%	2%	-3%	3%&0%	4%&-2%
28	Cc1cc(C)nc(N2N=C(C(F)(F)F)CC2=O)n1	5%	0%	1	-5%	28%	0%	-4%	-1%	1%
29	CC(=O)N/C(=N\OCc1ccccc1Cl)c1nonc1NC(C)=O	-8%	-17%	0	-11%	-5%	-6%	3%	10%	5%
30	CC1CCc2sc(C(=O)N(C)CC(=O)Nc3cccc(F)c3)cc2C1 (stereo not given)	u	-11%	3	-7%	-6%	19%	9%	0%	6%
31	CCCCN(CCCC)CCC(O)c1cc2c(Cl)cc(Cl)cc2c2cc(C(F)(F)F)ccc12 (stereo not given)	0%[29.3 µM]	-5%	-3	8%	-19%	u	-3%	x	24%
32	CCN(Cc1ccccc1)C(=O)c1c[nH]c2ccc(S(=O)(=O)N(C)CCC#N)cc2c1=O	-8%	-16%	-1	-6%	29%	-23%	1%	11%	-9%
33	COc1ccc(N2CCN(C(=O)c3ccc4c(c3)CC(c3ccccc3)OC4=O)CC2)cc1 (stereo not given)	x	-26%	2	-11%	-17%	-27%	-3%	x	-2%
34	CN(c1ccccc1C(=O)N1CCc2ccccc2C1)S(C)(=O)=O	-8%	4%	-4	-13%	-3%	u	-6%	0%	8%
35	O=S(=O)(c1ccccc1)c1cnc2ccccc2c1	x	-12%	-20	-10%	14%	-8%	2%	x	-9%
36	COc1cccc(CN2CCN(C3CCN(c4cccc(C)c4C)CC3)CC2CCO)c1 (stereo not given)	u	-6%	-2	-2%	6%	-26%	1%	-21%	-5%
37	N#C/C(=C\c1cccc(OCC(=O)O)c1)c1nc2ccccc2[nH]1	1%	-3%	-4	-11%	-19%	u	14%	0%	0%
38	COc1ccc(CC(=O)NNc2ncnc3c2cnn3C)cc1	-8%	-2%	-8	0%	13%	24%	9%	1%	-6%
39	COc1ccc(OC)c(C2=NOC(C(=O)NCCN3CCOCC3)C2)c1 (stereo not given)	1%	-16%	-7	-8%	22%	-5%	-6%	9%	4%
40	CC1(C)Cc2c(c(-c3ccccc3)nc3[nH][nH]c(=O)c23)CO1	2%	-11%	-8	-6%	13%	u	-3%	-1%	-4%
41	Cc1cc(N)n(-c2ncnc3scc(-c4ccccc4)c23)n1	-16%	-18%	-3	-5%	-5%[11.4 µM]	-10%	0%	0%	5%

Taken from above:
LDHA block with `COc1cccc(CN2CCN(C3CCN(c4cccc(C)c4C)CC3)CC2CCO)c1` (stereo not given) → -2
Pol eta inh with `Cc1cc(C)nc(N2N=C(C(F)(F)F)CC2=O)n1` → 0%
12-LOX inh with `CC(=O)N/C(=N\OCc1ccccc1Cl)c1nonc1NC(C)=O` → -6%
RGS4 inhibitor with `CC1(C)Cc2c(c(-c3ccccc3)nc3[nH][nH]c(=O)c23)CO1` → 13%
Pol kappa inh with `N#C/C(=C\c1cccc(OCC(=O)O)c1)c1nc2ccccc2[nH]1` → -11%

Three entries out of the list, sorted by SMILES length, smallest number first.
no.	molecule	Anesthetic bind	Pol eta inh	LDHA block	Pol kappa inh	RGS4 inhibitor	12-LOX inh	APE1 inh	Pol beta inh	ERG-DNA inh
4	O=C(CSc1nnc(NC(=O)c2ccco2)s1)Nc1ccccc1	1%	-8%	0	16%	-14%	7%	0%	8%	-5%
5	COC(C(=O)NNS(=O)(=O)c1ccccc1[N+](=O)[O-])c1ccccc1 (stereo not given)	-2%	-2%	-4	0%	28%	27%	-7%	-27%	-1%
33	COc1ccc(N2CCN(C(=O)c3ccc4c(c3)CC(c3ccccc3)OC4=O)CC2)cc1 (stereo not given)	x	-26%	2	-11%	-17%	-27%	-3%	x	-2%
